AID2073: inhibitors of Mint1-CaV2.2 protein interaction, biochemical, HTRF (AID 2073). HTRF protein-protein interaction, Mint1-CaV2.2; higher % means a stronger effect. inhibition, % at 20 µM, or IC50 in µM where a hit was titrated. Voltage-dependent N-type calcium channel subunit alpha-1B (Homo sapiens). actives 0.19% (n = 290,000); in the data active means inhibition mostly above about 51%, no sharp cut-off; inconclusive means no clear call, values can overlap the other calls; inactive means mostly below about 53%; further: some results filed as inactive read as strong as hits
Siah-1 displacement: Siah-1 peptide-binding antagonists, primary screen, biochemical, fluorescence polarization, rhodamine-plectin, uHTS (AID 1817); one-dose displacement, % at 20 µM; IC50 in µM for titrated hits; Siah-1 / rhodamine-plectin peptide fluorescence polarization; higher % means a stronger effect; actives 0.02% (n = 290,000);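 active means displacement of at least 50% at 20 µM, with a fluorescence ratio check between 0.3 and a set limit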;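 further: plate controls were Siah plus tracer with DMSO for no effect and tracer alone without Siah for full effect; strong numbers were not always called active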
LYP inhibition: inhibitors of LYP phosphatase, biochemical, fluorescence intensity, uHTS (AID 1779). Tyrosine-protein phosphatase non-receptor type 22 (Homo sapiens). recombinant LYP phosphatase, fluorescence intensity; higher % means a stronger effect. inhibition, % at 11.5 µM; hits with a dose series show IC50 in µM. actives 0.054% (n = 290,000); in the data active means inhibition above about 50%;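 further: plate controls were vehicle with enzyme for no effect and no enzyme for full effect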
An asterisk follows results filed as active.

Results for CCOC(=O)N1CCN(S(=O)(=O)N2CCCC(C(=O)NCCc3ccc(OCC)c(OCC)c3)C2)CC1 (configuration not stated) ?
AID2073: 9%; Siah-1 displacement: -1%; LYP inhibition: -16%

Results for COc1cc(NC(=O)CCS(=O)(=O)c2ccc3c(c2)oc(=O)n3C)cc(OC)c1 ?
AID2073: 11%; Siah-1 displacement: -3%; LYP inhibition: -12%

How did Cc1c(C)c2c(OCC(=O)NCc3ccccn3)cc3c(c2oc1=O)CCC(C)(C)O3 do in these assays?
AID2073: 38%; Siah-1 displacement: 3%; LYP inhibition: -20%

Results for Cc1ccc(CSCC(=O)Nc2ccccc2)cc1 ?
AID2073: -2%; Siah-1 displacement: 9%; LYP inhibition: -5%

How did Cc1cccc(N(C)S(=O)(=O)c2nnc(NC(=O)c3ccco3)s2)c1 do in these assays?
AID2073: -2%; Siah-1 displacement: 4%; LYP inhibition: -9%

How did Cc1ccc(NS(=O)(=O)c2ccc(-c3cnc(C4CC4)o3)cc2)cc1 do in these assays?
AID2073: 7%; Siah-1 displacement: 0%; LYP inhibition: -6%

Results for Cc1ccc(NC(=O)c2cccc(N3C(=O)C4C5C=CC(C5)C4C3=O)c2)cc1C (configuration not stated) ?
AID2073: 2%; Siah-1 displacement: 2%; LYP inhibition: 2%

Results for COc1ccc(Cl)cc1NC(=O)Cn1nnc(C(=O)NCCc2ccc(OC)c(OC)c2)c1N ?
AID2073: 12%; Siah-1 displacement: 1%; LYP inhibition: -12%

What do the screens show for `CCCCc1c(O)nc(SCC(=O)Nc2ccc(C)cc2)n(-c2ccc(OC)cc2)c1=O`?
AID2073: -6%; Siah-1 displacement: -7%; LYP inhibition: -14%

Results for CN1CCN(C(=O)c2ccccc2NC(=O)c2cccc(Cl)c2)CC1 ?
AID2073: 6%; Siah-1 displacement: 0%; LYP inhibition: -8%

What do the screens show for `Cc1cc(NC(=O)Cc2ccsc2)ccc1Br`?
AID2073: 47%; Siah-1 displacement: 3%; LYP inhibition: -7%

How did Clc1ccc(OCCOCCNCc2ccccc2)cc1Cl do in these assays?
AID2073: -2%; Siah-1 displacement: 2%; LYP inhibition: -11%

What do the screens show for `CCC(C(=O)NC1CCCCCC1)n1nc(C)c2c(C)n(-c3ccccc3)nc2c1=O` (configuration not stated)?
AID2073: 10%; Siah-1 displacement: -3%; LYP inhibition: -12%

How did O=C(Nc1cccc(F)c1)/C(=C\c1ccco1)NC(=O)c1ccco1 do in these assays?
AID2073: 3%; Siah-1 displacement: 5%; LYP inhibition: -6%

What do the screens show for `COc1ccc(CCNC(=O)CN(C)S(=O)(=O)c2ccc3nc(C)sc3c2)cc1OC`?
AID2073: inconclusive; Siah-1 displacement: -1%; LYP inhibition: -14%

What do the screens show for `COc1cc(S(=O)(=O)NCc2ccncc2)ccc1Br`?
AID2073: -5%; Siah-1 displacement: 5%; LYP inhibition: -10%

What do the screens show for `O=C(CCN1C(=O)C2CC=CCC2C1=O)NC1CCCCC1` (configuration not stated)?
AID2073: 10%; Siah-1 displacement: -3%; LYP inhibition: -10%

How did CNC(=S)Nc1cc(S(=O)(=O)Nc2cc(Cl)ccc2Cl)ccc1N1CCCC1 do in these assays?
AID2073: -16%; Siah-1 displacement: 1%; LYP inhibition: 2%

What do the screens show for `CCOC(=O)COc1nc2ccc(Br)cc2c(-c2ccccc2)c1C(C)=O`?
AID2073: 2%; Siah-1 displacement: -8%; LYP inhibition: -7%

Results for CCc1ccc(OC(=O)Nc2ccccc2)cc1 ?
AID2073: 0%; Siah-1 displacement: -1%; LYP inhibition: -10%

Quoted at random: 2 entries already listed
What do the screens show for `COc1ccc(CCNC(=O)CN(C)S(=O)(=O)c2ccc3nc(C)sc3c2)cc1OC`?
AID2073: inconclusive; Siah-1 displacement: -1%; LYP inhibition: -14%

How did Clc1ccc(OCCOCCNCc2ccccc2)cc1Cl do in these assays?
AID2073: -2%; Siah-1 displacement: 2%; LYP inhibition: -11%

Four entries already listed, arranged by formula weight, highest first:
Results for CCOC(=O)N1CCN(S(=O)(=O)N2CCCC(C(=O)NCCc3ccc(OCC)c(OCC)c3)C2)CC1 (configuration not stated) ?
AID2073: 9%; Siah-1 displacement: -1%; LYP inhibition: -16%

What do the screens show for `COc1ccc(CCNC(=O)CN(C)S(=O)(=O)c2ccc3nc(C)sc3c2)cc1OC`?
AID2073: inconclusive; Siah-1 displacement: -1%; LYP inhibition: -14%

How did CNC(=S)Nc1cc(S(=O)(=O)Nc2cc(Cl)ccc2Cl)ccc1N1CCCC1 do in these assays?
AID2073: -16%; Siah-1 displacement: 1%; LYP inhibition: 2%

How did Cc1ccc(NS(=O)(=O)c2ccc(-c3cnc(C4CC4)o3)cc2)cc1 do in these assays?
AID2073: 7%; Siah-1 displacement: 0%; LYP inhibition: -6%

More results follow:
What do the screens show for `CC(NS(=O)(=O)c1ccccc1)C(=O)Nc1ccc2c(c1)OCCO2` (configuration not stated)?
AID2073: 0%; Siah-1 displacement: 11%; LYP inhibition: -5%

What do the screens show for `Nc1cccc(-c2csc(-n3ncc(C(=O)O)c3C(F)(F)F)n2)c1`?
AID2073: 13%; Siah-1 displacement: 3%; LYP inhibition: -4%

What do the screens show for `CC(O)CNc1ccc(-c2n[nH]c(=O)c3ccccc23)cc1[N+](=O)[O-]` (configuration not stated)?
AID2073: 2%; Siah-1 displacement: 5%; LYP inhibition: -1%

What do the screens show for `CCn1cc(C(=O)N(C)c2cc(C)ccc2OC)c2cc(OC)c(OC)cc2c1=O`?
AID2073: -2%; Siah-1 displacement: -3%; LYP inhibition: -6%

What do the screens show for `O=C(NCCCNC(=O)c1cccnc1)c1ccc(Cl)cc1`?
AID2073: 7%; Siah-1 displacement: 6%; LYP inhibition: -8%

Results for CCOc1cccc(CN2CCC(n3nccc3NC(=O)c3ccc4c(c3)OCO4)CC2)c1 ?
AID2073: 8%; Siah-1 displacement: -4%; LYP inhibition: -7%

How did Cc1ccc(SCCN2CCN(C)CC2)cc1 do in these assays?
AID2073: 2%; Siah-1 displacement: 4%; LYP inhibition: -13%

Results for Cc1ccc(C)c(S(=O)(=O)NCC(=O)Nc2ccc3c(c2)OCO3)c1 ?
AID2073: -3%; Siah-1 displacement: -1%; LYP inhibition: -8%

What do the screens show for `Cc1ccc(S(=O)(=O)c2nc(-c3ccc(F)cc3)oc2N2CCOCC2)cc1`?
AID2073: -2%; Siah-1 displacement: 2%; LYP inhibition: 3%

What do the screens show for `COc1ccc(N2CCN(C3CCCN(C(=O)CN4CCOC4=O)C3)CC2)cc1` (configuration not stated)?
AID2073: 4%; Siah-1 displacement: -1%; LYP inhibition: -3%

How did CCc1nnc(NC(=O)CSc2nnc(C(C)NC(=O)c3ccccc3)n2C)s1 (configuration not stated) do in these assays?
AID2073: 10%; Siah-1 displacement: -4%; LYP inhibition: -6%

What do the screens show for `O=C1SCCC1NS(=O)(=O)c1ccc([N+](=O)[O-])cc1` (configuration not stated)?
AID2073: 19%; Siah-1 displacement: 2%; LYP inhibition: -14%

Results for C/C(=N\NC(=O)CNC(=O)c1ccc(Br)cc1)c1ccco1 ?
AID2073: 5%; Siah-1 displacement: -1%; LYP inhibition: -9%

Results for O=C(CCCc1ccccc1)NCCc1ccc(F)cc1 ?
AID2073: 11%; Siah-1 displacement: -3%; LYP inhibition: -3%

What do the screens show for `COc1cccc(CCNC(=O)C2CCCN(c3ncnc4c3nc3n4CCCCC3)C2)c1OC` (configuration not stated)?
AID2073: 5%; Siah-1 displacement: 4%; LYP inhibition: -5%

What do the screens show for `CCc1ccccc1NC(=O)Nc1cnccn1`?
AID2073: 28%; Siah-1 displacement: 11%; LYP inhibition: -8%

What do the screens show for `Cc1cccc(NC(=O)C2CCN(S(=O)(=O)c3ccc4c(c3)NC(=O)CO4)CC2)c1`?
AID2073: 2%; Siah-1 displacement: -6%; LYP inhibition: -9%

How did CC(=O)Nc1cccc(NC(=O)CSc2nccn2Cc2ccco2)c1 do in these assays?
AID2073: -1%; Siah-1 displacement: 0%; LYP inhibition: -12%

Results for CCOc1ccccc1NC(=O)c1ccc2ccccc2c1 ?
AID2073: -9%; Siah-1 displacement: 3%; LYP inhibition: -4%

Results for O=C(CN1CCOCC1)NCc1ccccc1Cl ?
AID2073: 9%; Siah-1 displacement: 4%; LYP inhibition: -6%

How did O=C(C1CC1)N1N=C(c2ccc(F)cc2)CC1(O)C(F)(F)F (configuration not stated) do in these assays?
AID2073: 15%; Siah-1 displacement: 1%; LYP inhibition: -6%

What do the screens show for `COc1cc(/C=N/NC(=O)Cc2ccccc2)cc([N+](=O)[O-])c1O`?
AID2073: 0%; Siah-1 displacement: 0%; LYP inhibition: 1%

How did O=C1CSC(c2cccc([N+](=O)[O-])c2)N1CCc1ccccc1 (configuration not stated) do in these assays?
AID2073: 4%; Siah-1 displacement: -1%; LYP inhibition: -10%

What do the screens show for `COc1ccc(N2CCN(C(=O)NCc3ccc(C)cc3)CC2)cc1`?
AID2073: 1%; Siah-1 displacement: -6%; LYP inhibition: -4%

How did CCOC(=O)CSc1nc(N2CCOCC2)c2c(c1C#N)CC(C)(C)OC2 do in these assays?
AID2073: 12%; Siah-1 displacement: 1%; LYP inhibition: -7%

How did CCc1nn(CC(=O)NCCN2CCN(C)CC2)c(=O)c2cc3c(OC)cccc3n12 do in these assays?
AID2073: 24%; Siah-1 displacement: -3%; LYP inhibition: -17%

Results for COC(=O)c1ccc(C)c(NC(=O)CSc2sc3c(O)cc(=O)[nH]c3c2C#N)c1 ?
AID2073: 53%; Siah-1 displacement: 41%; LYP inhibition: -5%

What do the screens show for `O=C(NC(=S)Nc1ccccc1[N+](=O)[O-])c1cncc(Br)c1`?
AID2073: -20%; Siah-1 displacement: 5%; LYP inhibition: -4%

Results for CN(C)c1ccc(S(=O)(=O)N2CCCCC2)cc1NC(=O)C1=COCCO1 ?
AID2073: 12%; Siah-1 displacement: 2%; LYP inhibition: 2%

What do the screens show for `COc1ccc(CN2CC(=O)N(c3cc(Cl)ccc3OC)C2=S)cc1OC`?
AID2073: -22%; Siah-1 displacement: 4%; LYP inhibition: -2%

Of the compounds above, these contain a CF3 group.
What do the screens show for `Nc1cccc(-c2csc(-n3ncc(C(=O)O)c3C(F)(F)F)n2)c1`?
AID2073: 13%; Siah-1 displacement: 3%; LYP inhibition: -4%

How did O=C(C1CC1)N1N=C(c2ccc(F)cc2)CC1(O)C(F)(F)F (configuration not stated) do in these assays?
AID2073: 15%; Siah-1 displacement: 1%; LYP inhibition: -6%

Carrying on.
How did O=C(Nc1ccc(S(=O)(=O)N2CCOCC2)cc1)C1CC1 do in these assays?
AID2073: 8%; Siah-1 displacement: 6%; LYP inhibition: -2%

What do the screens show for `CN1CCN(C(=O)C2CCCN(S(=O)(=O)c3ccc(F)cc3)C2)CC1` (configuration not stated)?
AID2073: 18%; Siah-1 displacement: 11%; LYP inhibition: -13%

Results for CC1CCCN(S(=O)(=O)c2ccc(C(=O)Nc3nnc(C4=COCCO4)o3)cc2)C1 (configuration not stated) ?
AID2073: 10%; Siah-1 displacement: -4%; LYP inhibition: -6%

What do the screens show for `O=C(NC1C2CC3CC(C2)CC1C3)C1CCCCC1` (configuration not stated)?
AID2073: -10%; Siah-1 displacement: 0%; LYP inhibition: -4%

What do the screens show for `CC(NS(=O)(=O)OCC(Cl)(Cl)Cl)c1ccc(C(C)(C)C)cc1` (configuration not stated)?
AID2073: -3%; Siah-1 displacement: 2%; LYP inhibition: -8%

What do the screens show for `COc1ccc(-c2cc(C)no2)cc1S(=O)(=O)N1CCN(C(=O)c2ccco2)CC1`?
AID2073: 9%; Siah-1 displacement: 1%; LYP inhibition: -6%

How did CCOC(=O)c1cnc2ccc(C(=O)OC)cc2c1NCCCN1CCOCC1 do in these assays?
AID2073: -4%; Siah-1 displacement: 0%; LYP inhibition: 0%

How did CCOc1ccc(N(CC(=O)Nc2ccc(C)cc2C)S(C)(=O)=O)cc1 do in these assays?
AID2073: 4%; Siah-1 displacement: -3%; LYP inhibition: -5%

Results for CCOC(=O)C1CCN(S(=O)(=O)c2ccc3[nH]c4c(c3c2)CCCC4)CC1 ?
AID2073: 11%; Siah-1 displacement: 8%; LYP inhibition: -4%

How did CCSCc1nc(N)nc(NCCc2ccccc2)n1 do in these assays?
AID2073: 8%; Siah-1 displacement: 6%; LYP inhibition: -1%

What do the screens show for `CC(=O)C1=C(O)C(=O)N(c2ccc(Br)cn2)C1c1ccccc1[N+](=O)[O-]` (configuration not stated)?
AID2073: -14%; Siah-1 displacement: -2%; LYP inhibition: -3%

What do the screens show for `COc1ccc(/C=N/NC(=O)c2ccc[nH]2)cc1`?
AID2073: 8%; Siah-1 displacement: 8%; LYP inhibition: -2%

How did Cc1ccc(NC(=O)C2CCN(S(=O)(=O)c3ccc4c(c3)NC(=O)C(C)S4)CC2)c(C)c1 (configuration not stated) do in these assays?
AID2073: 15%; Siah-1 displacement: 3%; LYP inhibition: 4%

Results for O=C(c1ccc2nc(Cc3cccc(Cl)c3)oc2c1)N1CCOCC1 ?
AID2073: 8%; Siah-1 displacement: 5%; LYP inhibition: -3%

How did CCOC(=O)c1ccc(COC(=O)CNC(=O)CNC(=O)Cc2ccccc2)cc1 do in these assays?
AID2073: -4%; Siah-1 displacement: 5%; LYP inhibition: -10%

Results for Cc1ccc(C)c(OCc2cc(C(=O)N(C)Cc3ccccn3)no2)c1 ?
AID2073: 5%; Siah-1 displacement: 2%; LYP inhibition: -8%

Results for O=C1CCNCCN1[C@H](CO)Cc1ccccc1 ?
AID2073: 12%; Siah-1 displacement: 14%; LYP inhibition: -9%

What do the screens show for `COc1ccc(C2(C)CC(C)(C)Nc3ccccc32)cc1` (configuration not stated)?
AID2073: -13%; Siah-1 displacement: -5%; LYP inhibition: -10%

Not all compounds are listed, so the mix of outcomes need not match the whole.
